BLM helicase inh = inhibitors of human Bloom syndrome helicase BLM. recombinant BLM DNA unwinding, fluorescence dequenching. Potency, µM (titrated, usually from 56.1 µM), without a hit: at the highest dose activity change, negative = inhibition, actives largely listed as inhibitors. hit rate 0.2% among 350,000;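 further: plate controls were vehicle for no effect and no enzyme for full effect; nearly all actives have a fitted effect of over 35% in size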
Pol eta inh = DNA polymerase eta (human) inhibition | recombinant Pol eta, fluorescent DNA replication assay | hit rate 1.2% among 390,000 | Potency, µM (highest dose often 114 µM), for the others: at the top dose activity change, negative = inhibition, actives largely listed as inhibitors | Q9Y253; further: on the % scale 0 is the no-effect control and ±100 the full control effect
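Pol eta at 10 nM preincubated with compounds 15 min at room temperature; reaction started with fluorescent substrate (50 nM final) and read kinetically at 0 and 10 min.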
BAZ2B block = blocks human BAZ2B. Potency, µM (highest dose often 114 µM), for the others: at the top dose activity change, negative = inhibition, usual class: inhibitors. hit rate 4.4% among 360,000. Q9UIF8. AlphaScreen BAZ2B-H3K14Ac peptide displacement; further: on the % scale 0 is the no-effect control and ±100 the full control effect; nearly all actives have a fitted effect of over 60% in size
Target sequence (Q9UIF8 whole entry, looked up): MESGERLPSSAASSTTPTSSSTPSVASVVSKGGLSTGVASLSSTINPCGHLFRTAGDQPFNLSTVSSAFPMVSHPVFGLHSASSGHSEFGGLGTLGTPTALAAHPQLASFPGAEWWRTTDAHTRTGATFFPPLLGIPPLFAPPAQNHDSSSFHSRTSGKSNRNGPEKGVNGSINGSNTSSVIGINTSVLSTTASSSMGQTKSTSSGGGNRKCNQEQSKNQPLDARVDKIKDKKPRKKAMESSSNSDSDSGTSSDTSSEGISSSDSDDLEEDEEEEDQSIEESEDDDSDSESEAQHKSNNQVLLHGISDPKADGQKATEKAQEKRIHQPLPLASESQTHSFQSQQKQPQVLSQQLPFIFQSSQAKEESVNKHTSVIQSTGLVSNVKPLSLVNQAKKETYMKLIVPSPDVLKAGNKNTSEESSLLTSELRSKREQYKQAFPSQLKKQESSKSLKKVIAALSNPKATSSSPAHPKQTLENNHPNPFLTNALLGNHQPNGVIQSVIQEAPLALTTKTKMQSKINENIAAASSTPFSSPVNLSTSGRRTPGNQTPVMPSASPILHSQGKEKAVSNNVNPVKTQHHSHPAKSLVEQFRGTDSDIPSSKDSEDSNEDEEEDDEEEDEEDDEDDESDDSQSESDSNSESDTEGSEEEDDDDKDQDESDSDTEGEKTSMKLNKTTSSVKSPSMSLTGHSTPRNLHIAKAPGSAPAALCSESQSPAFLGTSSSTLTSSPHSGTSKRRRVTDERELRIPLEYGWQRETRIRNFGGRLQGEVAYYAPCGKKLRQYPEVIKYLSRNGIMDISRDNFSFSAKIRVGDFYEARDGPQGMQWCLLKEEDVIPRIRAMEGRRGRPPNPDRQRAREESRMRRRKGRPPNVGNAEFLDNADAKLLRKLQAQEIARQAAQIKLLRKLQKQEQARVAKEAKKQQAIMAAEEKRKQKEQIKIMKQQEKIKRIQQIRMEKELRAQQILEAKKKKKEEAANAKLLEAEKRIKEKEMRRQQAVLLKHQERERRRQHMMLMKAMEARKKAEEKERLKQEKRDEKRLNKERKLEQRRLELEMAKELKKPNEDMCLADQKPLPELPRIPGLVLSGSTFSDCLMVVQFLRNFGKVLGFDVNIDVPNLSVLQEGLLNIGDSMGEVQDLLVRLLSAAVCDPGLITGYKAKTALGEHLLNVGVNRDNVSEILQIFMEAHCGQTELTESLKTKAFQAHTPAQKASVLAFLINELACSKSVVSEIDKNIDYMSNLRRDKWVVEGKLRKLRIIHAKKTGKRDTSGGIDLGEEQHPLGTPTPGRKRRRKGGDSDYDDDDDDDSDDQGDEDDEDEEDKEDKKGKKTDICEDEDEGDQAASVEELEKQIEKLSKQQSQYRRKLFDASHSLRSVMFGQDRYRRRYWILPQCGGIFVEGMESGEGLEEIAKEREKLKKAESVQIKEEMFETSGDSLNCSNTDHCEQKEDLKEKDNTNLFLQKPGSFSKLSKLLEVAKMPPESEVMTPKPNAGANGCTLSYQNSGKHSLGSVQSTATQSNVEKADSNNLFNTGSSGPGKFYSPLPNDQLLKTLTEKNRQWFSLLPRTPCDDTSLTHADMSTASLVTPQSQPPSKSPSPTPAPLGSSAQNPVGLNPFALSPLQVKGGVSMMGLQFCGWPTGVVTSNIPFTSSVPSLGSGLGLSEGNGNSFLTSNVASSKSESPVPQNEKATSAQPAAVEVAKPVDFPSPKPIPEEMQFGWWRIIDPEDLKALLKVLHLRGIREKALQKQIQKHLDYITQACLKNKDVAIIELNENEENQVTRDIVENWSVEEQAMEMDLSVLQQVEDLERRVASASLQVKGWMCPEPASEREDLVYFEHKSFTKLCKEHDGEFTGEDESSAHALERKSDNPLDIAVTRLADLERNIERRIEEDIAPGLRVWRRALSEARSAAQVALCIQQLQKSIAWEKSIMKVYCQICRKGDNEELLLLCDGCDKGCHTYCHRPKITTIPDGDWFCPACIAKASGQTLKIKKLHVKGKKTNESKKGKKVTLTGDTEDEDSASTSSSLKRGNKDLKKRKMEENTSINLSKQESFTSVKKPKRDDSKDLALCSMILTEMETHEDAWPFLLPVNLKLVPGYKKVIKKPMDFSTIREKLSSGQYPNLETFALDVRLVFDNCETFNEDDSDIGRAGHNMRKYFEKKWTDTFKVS
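AlphaScreen displacement: compounds (up to 110uM) incubated 30 min at room temperature with a preformed 50 nM BAZ2B/50 nM biotinylated H3K14Ac peptide complex in PBS pH 7.4 with Tween-20. Donor and acceptor beads at 10 ug/mL final added, 20 min light-protected before reading.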
Pol iota inh = blocks human DNA polymerase iota activity. Pol iota fluorescent replication assay, 10 min. Q9UNA4. hit rate 1% among 390,000. AID 588590. Potency, µM (highest dose often 115 µM), for inactives: top-dose activity, negative = inhibition, hits mostly inhibitors
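Fluorescent replication assay read twice, at 0 min and 10 min after adding 50 nM (final) substrate. Enzyme (10 nM) and compounds were first incubated 15 min at room temperature; enzyme-free buffer wells were negative controls.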
JMJD2A Tudor = blocks the human JMJD2A Tudor domain | O75164 | AlphaScreen JMJD2A-Tudor / H3K4me3 peptide binding | Potency, µM (top dose mostly 114 µM), without a hit: at the top dose activity change, negative = inhibition, hits mostly inhibitors | hit rate 4.4% among 390,000 | AID 504339; further: on the % scale 0 is the no-effect control and ±100 the full control effect; nearly all actives have a fitted effect of over 50% in size
Pol beta inh = blocks human DNA polymerase beta activity | P06746 | Pol beta primer extension/strand displacement, fluorescence kinetic | AID 485314 | Potency, µM (highest dose often 114 µM), without a hit: at the highest dose activity change, negative = inhibition, most hits filed as inhibitors | hit rate 1.3% among 340,000; further: on the % scale 0 is the no-effect control and ±100 the full control effect
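Human Pol beta at 10 nM; strand-displacement substrate 50 nM final. Compound exposure 15 min at room temperature before start, reaction 10 min at room temperature.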
G9a block = inhibitors of human histone lysine methyltransferase G9a; hit rate 8.8% among 350,000; G9a H3K9 monomethylation, AlphaScreen, 2 h; Potency, µM (top dose mostly 102 µM), inactives show top-dose activity, negative = inhibition, hits mostly inhibitors; Q96KQ7; further: on the % scale 0 is the no-effect control and ±100 the full control effect; nearly all actives have a fitted effect of over 75% in size
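Chemiluminescent proximity detection of H3K9 monomethylation, read after 10 min bead incubation in the dark. Reaction: 20 nM G9a, 500 nM biotin-H3K9 peptide, 20 uM SAM cofactor, 2 h, room temperature, following 15 min enzyme-compound preincubation.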
Pol kappa inh = inhibitors of human DNA polymerase kappa | purified Pol kappa, fluorescent DNA synthesis assay, 10 min | Potency, µM (top dose mostly 107 µM), inactives show at the top dose activity, negative = inhibition, usual class: inhibitors | hit rate 0.53% among 400,000; further: on the % scale 0 is the no-effect control and ±100 the full control effect
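Enzyme at 10 nM met test compounds for 15 min at room temperature. Substrate addition (50 nM final) began the reaction, which was monitored by fluorescence at 0 and 10 min.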
APEX1 inh = blocks human APE1 abasic DNA cleavage; P27695; recombinant APE1, TAMRA/BHQ-2 abasic DNA cleavage fluorescence; Potency, µM (titrated, usually from 65.8 µM), without a hit: at the highest dose activity change, negative = inhibition, actives largely listed as inhibitors; hit rate 0.35% among 350,000; AID 2517;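 further: plate controls were vehicle for no effect and reference inhibitor for full effect; nearly all actives have a fitted effect of over 55% in size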
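Quantitative HTS: incision of a TAMRA/BHQ-2 double-stranded substrate bearing a tetrahydrofuran abasic site by 0.75 nM APE1 raises fluorescence. Substrate 50 nM final, added after 15 min compound preincubation at room temperature; progress as third-minus-first kinetic read difference.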
Starred values were filed as active, the others as inactive; ? = inconclusive; . = no result given; & = joins results of further samples; [ ] = another dose, or the depositor's remark. The call rests on the fitted dose curve; in most records, active means well fitted curve in the direction sought with a large enough effect; inconclusive means small, poorly fitted or top-dose-only effect, or another doubt; inactive means no such curve, though single readings can be large; an effect the other way counts as inactive or inconclusive. Potency means the concentration at half of the fitted maximal effect.

1. Cc1cc(NC(=O)c2cccc(Cl)c2)n[nH]1
2. O=C(NCc1ccco1)C1CCN(S(=O)(=O)Cc2ccccc2)CC1
3. COc1ccc(OC)c(NC(=O)COC(=O)/C=C/c2ccccc2Cl)c1
4. CSc1nnc(Cc2cc(=O)[nH]c(=O)[nH]2)n1-c1cccc(C)c1
5. COc1cccc(Nc2c3c(nc4c(-c5ccccc5)c(C)nn24)CCC3)c1

Compound	1	2	3	4	5
BLM helicase inh	.	3%	2%	-1%	-7%
Pol eta inh	-18%	-4%	-24%	-1%	-14%
BAZ2B block	-6%	14%	7%	-5%	25%
Pol iota inh	43%[activator]	16%	30%	11%	21%
JMJD2A Tudor	-2%	-9%	-8%	-6%	40%[activator]
Pol beta inh	.	-4%	-5%	-1%	31%
G9a block	-2%[2.33 µM]	-5%[59 µM]	?	-3%[12.7 µM]	118%[activator][59 µM]
Pol kappa inh	8%	-7%	-6%	-2%	-6%
APEX1 inh	23%	-5%	3%	?	-1%

6. COc1ccc(C2OCC3(CO2)SC(=O)NC3=O)cc1 (stereo not given)
7. CCN(CC)c1cc(C)c2cc(NC(=O)c3cc(OC)cc(OC)c3)ccc2n1
8. O=S1(=O)CCO[C@H]2Cc3ccccc3[C@H]2N1Cc1ccccc1F
9. S=c1[nH]nc(-c2cccnc2)n1/N=C/C=C/c1ccccc1
10. Cc1ccccc1Cn1nnc(C(=O)Nc2ccc3c(c2)OCCO3)c1N

Compound	6	7	8	9	10
BLM helicase inh	-3%	12%	-4%	0%	.
Pol eta inh	-5%	-27%	-26%	5%	-2%
BAZ2B block	-19%	-19%	-5%	-33%	5%
Pol iota inh	0%	15%	-25%&-28%	6%	21%
JMJD2A Tudor	-2%	-34%	-2%	7.1µM*	-8%
Pol beta inh	0%	3%	-1%	-8%	.
G9a block	?	-31%[59 µM]	27%	1.8µM*	-2%
Pol kappa inh	-6%	-15%	8%&-18%	-8%	2%
APEX1 inh	0%	.	31%	4%	18%

11. O=C(O)CCCCCN1C(=O)/C(=C\c2ccncc2)SC1=S
12. COc1ccc(N=Cc2sc3ccccc3c2Cl)cc1
13. CCn1cc(S(=O)(=O)c2ccc(C)cc2C)c(=O)c2cc(F)c(N3CCCC3)cc21
14. COc1ccc(Cn2c(=O)[nH]c3cc(C(=O)NCCc4ccc(S(N)(=O)=O)cc4)ccc3c2=O)cc1
15. CCOC(=O)c1c(C)[nH]c(C(=O)NCC(c2ccco2)N2CCCCC2)c1C (stereo not given)

Compound	11	12	13	14	15
BLM helicase inh	2%	-4%	-2%	-2%	.
Pol eta inh	-15%	-5%	11%	5%	-9%
BAZ2B block	2%	-6%	1%	-5%	.
Pol iota inh	?	-6%	-21%	-27%	39%[activator]
JMJD2A Tudor	-15%	-33%	-13%	-8%	-1%
Pol beta inh	1%	16%	-8%	1%	.
G9a block	10%[59 µM]	-32%[59 µM]	3%[59 µM]	16%	.
Pol kappa inh	-10%	-8%	-4%	-1%	12%
APEX1 inh	-2%	-7%	.	12%	9%

16. Cc1ccc(CS/C(Nc2ccccc2C)=C(\C#N)C(=O)NCc2ccco2)c(C)c1
17. O=S(=O)(c1ccc2c(c1)CCCN2)N1CCCC1
18. CS(=O)(=O)N(CC(=O)N1CCN(Cc2ccccc2)CC1)Cc1ccccc1
19. O=C(NC1(C(=O)O)CCCC1)C(Cl)Cl
20. CCSc1ncc(Cl)c(C(=O)Nc2ccc(S(=O)(=O)N3CCCCC3CC)cc2)n1 (stereo not given)

Compound	16	17	18	19	20
BLM helicase inh	-15%	.	1%	.	-7%
Pol eta inh	-17%	-23%	3%	-21%	-2%
BAZ2B block	0%	2%	3%	.	-19%
Pol iota inh	11%	51%	10%	9%	-13%
JMJD2A Tudor	-28%	-12%	-19%	-1%	-20%
Pol beta inh	-3%	.	?	.	9%
G9a block	-29%	-11%[2.33 µM]	-50%[59 µM]	.	-28%[59 µM]
Pol kappa inh	-16%	-3%	-8%	0%	-25%
APEX1 inh	-4%	19%	-4%	.	.

21. COc1cccc(CN(C(=O)COc2ccc(Cl)cc2)C2CCS(=O)(=O)C2)c1 (stereo not given)
22. Cc1cc(C)c(NC(=O)Cn2nnc(C(=O)NCc3cccs3)c2N)c(C)c1
23. CCCCn1nnc(NC(=O)c2ccc(-c3cccc([N+](=O)[O-])c3)o2)n1
24. CC(C)n1ncc2c(C(=O)NCCOc3ccccc3F)cc(C3CC3)nc21
25. Cc1ccc(S(=O)(=O)Nc2ccc3c(c2)nc(CCN2CCOCC2)n3C)cc1

Compound	21	22	23	24	25
BLM helicase inh	0%	-6%&-1%	-5%	.	3%
Pol eta inh	-11%	-10%&-4%	.	-13%	-18%
BAZ2B block	-4%	-10%&7%	-13%	.	13%
Pol iota inh	19%	5%&8%	.	27%	4%
JMJD2A Tudor	-19%	-25%&-28%	.	8%	-7%
Pol beta inh	1%	-24%&0%	2%	.	1%
G9a block	15%	4%[59 µM]	?	.	27%
Pol kappa inh	0%	-11%&-3%	.	-9%	2%
APEX1 inh	36%[activator]	0%	-1%	-5%	12%

Sorted by SMILES length (rising): 3 of the compounds above
24. CC(C)n1ncc2c(C(=O)NCCOc3ccccc3F)cc(C3CC3)nc21
25. Cc1ccc(S(=O)(=O)Nc2ccc3c(c2)nc(CCN2CCOCC2)n3C)cc1
20. CCSc1ncc(Cl)c(C(=O)Nc2ccc(S(=O)(=O)N3CCCCC3CC)cc2)n1 (stereo not given)

Compound	24	25	20
BLM helicase inh	.	3%	-7%
Pol eta inh	-13%	-18%	-2%
BAZ2B block	.	13%	-19%
Pol iota inh	27%	4%	-13%
JMJD2A Tudor	8%	-7%	-20%
Pol beta inh	.	1%	9%
G9a block	.	27%	-28%[59 µM]
Pol kappa inh	-9%	2%	-25%
APEX1 inh	-5%	12%	.

(further entries)
26. O=C(c1ccc(CS(=O)Cc2ccc(Cl)cc2)o1)N1CCN(c2ccccc2)CC1 (stereo not given)
27. Cn1nc(OC(=O)Nc2ccc(F)cc2)cc1C(F)(F)F
28. Cc1ccc(S(=O)(=O)N2C[C@@H]3[C@H]4CC[C@H](C4)[C@@H]3[C@@H](C)[C@H]2c2ccn(Cc3ccccc3)c2)cc1
29. CC1(C)CNc2cc(N)ccc2S1
30. O=C1CCCc2cc(S(=O)(=O)NCC3CCC(C(=O)Nc4ccccc4F)CC3)ccc2N1 (stereo not given)

Compound	26	27	28	29	30
BLM helicase inh	-1%	1%	.	-8%	0%
Pol eta inh	-10%	-10%	-13%	-18%	-15%
BAZ2B block	-32%	8%	.	45µM*	1%
Pol iota inh	23%	21%	1%	129%[activator]	14%
JMJD2A Tudor	-19%	9%	-20%	45µM*	-7%
Pol beta inh	?	17%	.	9%	87%
G9a block	-47%	-1%	.	3.5µM*	9%[59 µM]
Pol kappa inh	2%	-1%	15%	1%	18%
APEX1 inh	-17%	-3%	7%	-7%	.

31. COc1ccc2c(OC)cc(-c3ccccc3)nc2c1
32. O=S(=O)(c1ccc(Br)cc1)N1CCn2c(nc3ccccc32)C1
33. COc1ccccc1Nc1c2c(nc3ccc(NC(=O)c4ccc(OC)c(OC)c4)cc13)CCCC2
34. Cn1nc(C(=O)Nc2ccccc2C#N)c2c1-c1ccccc1SC2
35. CC(=O)OCc1c(C)cc(C)c(/C=C(/C#N)C(N)=O)c1C

Compound	31	32	33	34	35
BLM helicase inh	-11%	-3%	-8%	0%	2%
Pol eta inh	-19%	-23%	-15%	-13%	-22%
BAZ2B block	46%[activator]	10%	?	-13%	-8%
Pol iota inh	?	24%	?	28%	164%[activator]
JMJD2A Tudor	-5%[11.4 µM]	3%	?	-3%	-16%
Pol beta inh	-1%	-1%	13%	0%	2%
G9a block	24%[59 µM]	?	14µM*	-36%[59 µM]	.
Pol kappa inh	-8%	5%	?	0%	-3%
APEX1 inh	1%	13%	.	.	0%

36. Cc1ccc2[nH]c(=O)c3cc(C(=O)NC(C)C)sc3c2c1
37. CCCc1c(NC(=O)Nc2ccc(F)cc2)cnn1-c1ccc(Cl)cc1
38. COc1ccc(NC(=O)Nc2c[nH]c(=O)[nH]c2=O)cc1OC
39. Cc1ccc(C(=O)CSc2nc(C)cc(C)c2C(=O)Nc2cccc(C)c2)cc1
40. CCOCCCNc1nc2c(C)cccn2c(=O)c1/C=C1\SC(=S)N(C(C)CC)C1=O (stereo not given)

Compound	36	37	38	39	40
BLM helicase inh	-6%	-5%	-1%	-12%	-10%
Pol eta inh	?	-12%	-7%	-15%	79µM*
BAZ2B block	-17%	-13%	0%	-7%	-14%
Pol iota inh	12%	82%[activator]	9%	-1%	16%
JMJD2A Tudor	32µM*	-6%	3%	-19%	-27%
Pol beta inh	?	-22%	-1%	16%	17%
G9a block	-5%	-4%	-7%	-33%[59 µM]	-6%
Pol kappa inh	10%	-15%	-1%	-10%	-9%
APEX1 inh	5%	-7%	34%	.	-9%

Entries of single compounds from above:
COc1ccc(NC(=O)Nc2c[nH]c(=O)[nH]c2=O)cc1OC is listed as BLM helicase inh: -1%; Pol eta inh: -7%; BAZ2B block: 0%; Pol iota inh: 9%; JMJD2A Tudor: 3%; Pol beta inh: -1%; G9a block: -7%; Pol kappa inh: -1%; APEX1 inh: 34%
Cc1ccc2[nH]c(=O)c3cc(C(=O)NC(C)C)sc3c2c1 is listed as BLM helicase inh: -6%; Pol eta inh: ?; BAZ2B block: -17%; Pol iota inh: 12%; JMJD2A Tudor: 32µM*; Pol beta inh: ?; G9a block: -5%; Pol kappa inh: 10%; APEX1 inh: 5%

Additional records:
41. CCn1ncc(S(=O)(=O)NCc2ccccc2Cl)c1C
42. CN(C)c1nc(N(C)C)nc(N2CC(=O)N(c3ccccc3)C2=N)n1
43. Cc1ccc(CCC(=O)Nc2ccc(CC(=O)O)cc2)o1
44. O=C(Nc1cc(C(F)(F)F)ccc1N1CCOCC1)c1ccc(Cl)nc1
45. OCC#CCSc1nnc(-c2ccccc2Br)o1

Compound	41	42	43	44	45
BLM helicase inh	-4%	-1%	1%	-4%	-2%
Pol eta inh	0%	-15%	-1%	-14%	-10%
BAZ2B block	-26%	-27%	-20%	2%	0%
Pol iota inh	15%	6%	70%[activator]	14%	9%
JMJD2A Tudor	-14%	-5%	?	-20%	-6%
Pol beta inh	-17%	-12%	31%	13%	33%
G9a block	13%	?	56µM*	-7%[12.7 µM]	-29%[12.7 µM]
Pol kappa inh	-5%	-2%	-4%	-17%	-7%
APEX1 inh	15%	-11%	51%[activator]	2%	?

Screens from PubChem BioAssay.

Not all compounds are listed; rates above refer to the full screens.
